High-throughput results (PubChem BioAssay)
PI4K2A inh: PI4K2A (human) kinase inhibition; Q9BTU6; purified PI4K2A, ADP-Glo luminescence, 1 h; hits give low values; activity change, negative = inhibition, % at 76.9 µM; 420,000 compounds, 0.13% hits; AID 1346378; in the data active means activity change below about -50%; inconclusive means mostly about -30% to -49%;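 further: -100% = wells without enzyme as full effect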
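ADP-Glo luminescence measured ADP generated by PI4K2A enzyme (4 ug/mL before mixing) with 1.2 mM PI substrate (pre-mix) and 300 microM ATP (pre-mix). Tris pH7.5 buffer with MgCl2, Triton X-100; 1 h reaction at ambient temperature.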
TrxR1 substrate: is turned over as a substrate by rat TrxR1. O89049. purified TrxR1 substrate turnover, NADPH consumption readout. Potency, µM (top dose mostly 114 µM), inactives show at the highest dose activity change, negative = substrate turnover. 390,000 compounds, 0.01% hits. AID 588456; further: potency means the concentration at half of the fitted maximal effect; on the % scale 0 is the no-effect control and ±100 the full control effect; nearly all actives have a fitted effect of over 50% in size
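Rat TrxR1, dispensed at 90 nM, was prereduced with 400 uM NADPH (final) for 5 min at ~22 deg C, then incubated with compound 15 min before 400 uM selenite. A first-read NADPH fluorescence drop versus no-compound background flagged substrates.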
USP1 inh: inhibitors of human USP1/UAF1 deubiquitinase. O94782. Potency, µM (series often up to 57.1 µM), without a hit: top-dose activity change, negative = inhibition, actives largely listed as inhibitors. recombinant USP1/UAF1, Ub-Rhodamine cleavage fluorescence. 390,000 compounds, 0.23% hits. AID 743255; further: potency means the concentration at half of the fitted maximal effect; on the % scale 0 is the no-effect control and ±100 the full control effect; nearly all actives have a fitted effect of over 60% in size; inactives centre near -12
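USP1/UAF1 complex at 1 nM was preincubated with compound for 15 min at room temperature, then Ub-Rho substrate (150nM final) was added. Fluorescence (480/540 nm) was read kinetically, 6 reads every 60 seconds.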
Glioma ERSR ind: inducers of ER stress response in human glioma cells; 420,000 compounds, 0.02% hits; U87-MG GRP78 promoter luciferase reporter, 16 h; Potency, µM, for inactives: top-dose activation, most hits filed as activators; AID 602332; further: potency means the concentration at half of the fitted maximal effect; series mostly up to about 76 µM; % of control where 0% means no effect; nearly all actives have a fitted effect of over 35% in size
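ERSR induction read as luciferase luminescence (Bright-Glo, 10 min at room temperature) in stably transfected human U87-MG glioma cells exposed to compounds for 16 h, using GRP78 as sensor.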
RXFP1 agonist: activates the human relaxin receptor RXFP1. 370,000 compounds, 0.3% hits. Potency, µM (doses to about 57.5 µM), for inactives: top-dose activation, usual class: activators. AID 2676. HEK293T-RXFP1 cAMP TR-FRET, 30 min; response scale: percent of porcine relaxin response, buffer zero; further: potency means the concentration at half of the fitted maximal effect; on the % scale 0 is the no-effect control and ±100 the full control effect; nearly all actives have a fitted effect of over 60% in size; many of its hits are not listed in these tables
Target sequence (Q9HBX9 whole entry, looked up): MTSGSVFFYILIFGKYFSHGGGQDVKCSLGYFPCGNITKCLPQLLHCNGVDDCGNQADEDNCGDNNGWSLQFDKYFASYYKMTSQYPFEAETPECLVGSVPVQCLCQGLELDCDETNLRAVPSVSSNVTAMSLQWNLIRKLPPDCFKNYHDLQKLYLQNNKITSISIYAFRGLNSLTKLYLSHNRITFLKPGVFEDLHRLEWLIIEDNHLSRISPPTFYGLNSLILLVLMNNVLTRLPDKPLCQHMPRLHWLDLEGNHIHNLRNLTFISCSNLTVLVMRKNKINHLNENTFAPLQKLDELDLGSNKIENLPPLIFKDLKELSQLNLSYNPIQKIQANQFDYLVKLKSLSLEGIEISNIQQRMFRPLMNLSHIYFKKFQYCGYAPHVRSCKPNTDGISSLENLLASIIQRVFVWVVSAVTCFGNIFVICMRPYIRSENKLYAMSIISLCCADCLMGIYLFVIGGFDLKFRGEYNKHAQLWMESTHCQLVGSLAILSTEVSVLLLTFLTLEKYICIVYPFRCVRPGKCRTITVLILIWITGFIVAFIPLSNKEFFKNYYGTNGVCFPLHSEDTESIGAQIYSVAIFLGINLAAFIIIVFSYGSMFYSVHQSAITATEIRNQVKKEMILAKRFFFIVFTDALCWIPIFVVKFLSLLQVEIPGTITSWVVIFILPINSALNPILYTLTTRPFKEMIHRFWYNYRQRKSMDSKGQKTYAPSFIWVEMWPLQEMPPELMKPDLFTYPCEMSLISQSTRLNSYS
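HEK293T cells stably expressing RXFP1 were pretreated with the PDE4 inhibitor Ro 20174, exposed to compounds for 30 min at 37C, lysed, and cAMP was read by TR-FRET. Data normalized to buffer (basal) and 29 nM porcine relaxin (100%).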
LDHA inh: inhibitors of human lactate dehydrogenase A. P00338. 480,000 compounds, 0.15% hits. purified LDHA, NADH/diaphorase-resazurin fluorescence; hits give low values. AID 1347041. activity change, % (values are at about 110 or 230 µM); in the data active means activity change below about -30%; inconclusive means mostly about -25% to -30%;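 further: plate controls were DMSO wells for no effect and wells without enzyme for full effect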
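Resorufin fluorescence (ex540/em590), read at 0 and 20 min after diaphorase/resazurin addition, reports the NADH left after a 5 min room-temperature reaction of 2 nM human LDH5 with 0.06 mM NADH and 0.2 mM pyruvate.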
Vif-A3G inh: inhibitors of Vif-APOBEC3G interaction. Q9HC16. HeLa A3G-eYFP + Vif (tagged APOBEC3G with the HIV-1 protein that degrades it), YFP fluorescence, overnight. 410,000 compounds, 0.076% hits. AID 602310. Potency, µM (highest dose often 46.1 µM), for the others: top-dose activity, negative = active, most hits filed as inhibitors;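 further: potency means the concentration at half of the fitted maximal effect; on the % scale 0 is the no-effect control and ±100 the full control effect; nearly all actives have a fitted effect of over 60% in size; hits raise eYFP signal because A3G escapes Vif-driven loss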
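HeLa cells stably expressing Vif and C-terminally eYFP-tagged A3G, seeded overnight at 37 deg C, then exposed to compound by pintool overnight at 37 deg C. Rise in yellow fluorescence (Ex 488/Em 500-530, Acumen) marks blocked Vif-driven A3G degradation.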
Vif-APOBEC3F blk: inhibitors of Vif-A3F interaction. HeLa A3F-eYFP + Vif (tagged APOBEC3F with the HIV-1 protein that degrades it), YFP fluorescence increase. Potency, µM (titrated, usually from 46.1 µM), inactives show at the highest dose activity, negative = active. 390,000 compounds, 0.2% hits. AID 602313; further: potency means the concentration at half of the fitted maximal effect; % of control where 0% means no effect; nearly all actives have a fitted effect of over 65% in size
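HeLa cells stably expressing A3F-eYFP plus Vif, plated and incubated overnight at 37 deg C, then exposed to compounds overnight at 37 deg C. Blocked degradation read as raised yellow fluorescence (Ex 488/Em 500-530).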
mIDH1 inhibitor: human IDH1 R132H inhibition; Potency, µM (series often up to 76.6 µM), for the others: top-dose activity change, negative = inhibition, hits mostly inhibitors; AID 602179; O75874; IDH1-R132H enzyme, NADPH consumption, diaphorase/resazurin fluorescence; 390,000 compounds, 0.093% hits; further: potency means the concentration at half of the fitted maximal effect; on the % scale 0 is the no-effect control and ±100 the full control effect; nearly all actives have a fitted effect of over 65% in size
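IDH1-R132H (0.5 ug/mL) preincubated 30 min with compound, then NADPH (0.016 mM) and alpha-KG (2 mM) added; 80 min at RT, pH 7.5. Remaining NADPH coupled via diaphorase/resazurin to fluorescence (540/590 nm); concentration-response curves normalized to no-enzyme control.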
Active calls of the source: *; u = inconclusive; x = not tested or not shown; & = joins results of further samples; [ ] = another dose, or the depositor's remark. Unless noted, the call rests on the fitted dose curve; in most records, active means well fitted curve in the direction sought with a large enough effect; inconclusive means small, poorly fitted or top-dose-only effect, or another doubt; inactive means no such curve, though single readings can be large; an effect the other way counts as inactive or inconclusive.

SMILES | PI4K2A inh | TrxR1 substrate | USP1 inh | Glioma ERSR ind | RXFP1 agonist | LDHA inh | Vif-A3G inh | Vif-APOBEC3F blk | mIDH1 inhibitor
Cn1nc(C(=O)NNC(=O)c2ccccc2F)c2ccccc2c1=O | -4 | -7% | -17% | 1% | x | -6 | 1% | 2% | 2%
COc1ccc(C2C(C(=O)NCc3cccnc3)c3cc(OC)c(OC)cc3C(=O)N2C)cc1 (centres undefined) | -3 | 21%[57.1 µM] | -9% | 2% | -0.6% | 0 | 0% | 5% | -5%
Cn1c(=O)c(=O)n(C)c2cc(N3CCCC3)c(NC(=O)c3ccc(C(C)(C)C)cc3)cc21 | -7 | 56%[activator] | -10% | -5% | 11% | 18 | 1% | -8% | 0%
CCN(CC)CCNC(=S)NC(=O)c1cn(-c2ccccc2)nc1-c1ccc(OC)cc1 | -1 | -5% | -1% | -4% | -1.4% | -5 | 1% | u | 2%
Cn1c(=O)c2c(ncn2CC(=O)Nc2ccc3c(c2)OCO3)n(C)c1=O | -5 | -7% | -20% | 0% | x | 5&-20 | -4% | 7% | 6%
O=C(CCc1nc(-c2ccccc2Cl)no1)NCC1CCCO1 (centres undefined) | -2 | -14% | -15% | -1% | 1.1% | -3 | 1% | -13% | 0%
O=C(CCNC(=O)c1ccc(Br)o1)NCc1ccccn1 | 7 | 4%[57.1 µM] | -6% | -2% | 0.8% | 1 | -1% | -4% | 1%
COc1ccc2oc(=O)c(C(=O)O)cc2c1 | 2 | 79%[activator] | -19% | -2% | -0.7% | 0 | 6% | 0% | -3%
COc1ccc(Nc2cc(C(=O)NCCCN(C)Cc3ccccc3)c3ccccc3n2)c(OC)c1 | 8 | 2%[57.1 µM] | -9% | -3% | -1.1% | 8 | -2% | 1% | -11%
CCCCCC(=O)NNC1CC(=O)N(c2ccccc2)C1=O (centres undefined) | 0 | 6% | -13% | -4% | -0.2% | -5 | -4% | 7% | 0%
Cc1ccc(OCCN(C)C(=O)C2CCC(=O)N(Cc3ccccc3F)C2)cc1 (centres undefined) | 1 | -2% | -13% | -3% | -1.4% | 1 | 3% | 1% | 4%
CCN(C(=O)COC(=O)c1ccc2c(c1)OCO2)c1ccccc1 | 0 | 9%[57.1 µM] | -7% | 3% | x | -7 | 0% | 10% | 8%
CS(=O)(=O)N(Cc1ccccc1)c1ccc(C(=O)N2CCc3ccccc3C2)cc1 | -1 | -2% | -15% | -3% | -0.2% | 2 | -3% | -1% | 1%
Cc1ccc(NC(=O)c2ccc(NCc3ccc(F)cc3)nc2)cc1 | 0 | 8% | -9% | -7% | 0.0% | -6 | -4% | -28% | 6%
CCOc1ccc(CCNC(=O)c2nn(-c3ccc(OC)c(Cl)c3)c(=O)c3c2c2ccccc2n3C)cc1OCC | -4 | 15% | 1% | -2% | -0.2% | -7 | 0% | 1% | 4%
O=C(CSc1n[nH]c(-c2ccncc2)n1)Nc1ccc(Cl)c(C(=O)O)c1 | -7 | 6% | u | 1% | 8.6% | -3 | 2% | -7% | 1%
Cc1ccccc1CSc1nnc(C)c(=O)n1N | -1 | -9% | -6% | -4% | -1.3% | -4 | 3% | 3% | 7%
Cc1ccc(C(=O)NCCCNCCCNC(=O)c2ccc(C)nc2)cn1 | -2 | -5% | -14% | -3% | 0.9% | 0 | 0% | 0% | 4%
O=C(Nc1ccc(N2CCOCC2)cc1)c1ccc(Cl)c(S(=O)(=O)N2CCCCC2)c1 | -2 | 1% | -7% | -5% | 1.2% | 1 | 1% | 3% | -9%
O=C(NC(=S)NCC1CCCO1)c1ccccc1F (centres undefined) | -2 | -2% | -20% | -1% | 1.1% | -2 | 2% | -7% | 6%
COc1ccccc1N1CCN(C2CCCN(C(=O)CCn3cncn3)C2)CC1 (centres undefined) | 0 | -10% | 1% | -1% | 3.4% | -5 | 1% | -5% | 6%
CCOc1cc2[nH]c(=S)n(Cc3ccc(C(=O)N4CCN(C)CC4)cc3)c(=O)c2cc1OCC | 1 | 3% | -16% | -6% | 21% | 2 | 2% | -10% | 6%
COc1ccccc1C(=O)NC(=O)COC(=O)c1ccc([N+](=O)[O-])cc1Cl | -2 | 5% | 1% | -1% | 0.1% | -2 | -1% | -19% | -1%
Cc1ccc(CNC(=O)c2c(O)nc3cc(C)ccn3c2=O)cc1 | 2 | 6% | -3% | 2% | -0.2% | -3 | 5% | -2% | 29%
COCC1CCN(C(=O)c2ccc(OC3CCN(Cc4ccccn4)CC3)cc2)C1 (centres undefined) | 1 | -14% | -5% | -4% | -3.2% | 6 | 0% | -13% | 2%
COc1ccc(CCN(C)C(=O)c2cc(S(=O)(=O)N3CCCCC3)ccc2Cl)cc1OC | 2 | -2%[57.1 µM] | -10% | -3% | -1.4% | -6 | 0% | -4% | 2%
CCOc1ccccc1NC(=O)C1CCN(S(=O)(=O)c2cccs2)CC1 | -1 | -8% | 3% | -3% | 1.1% | -16 | 0% | 1% | -3%
Cc1ccc(C(=O)N/C(=C/c2cccs2)C(=O)NCCCn2ccnc2)cc1 | -1 | -5% | -13% | -6% | -0.8% | -7 | -1% | 11% | 0%
Cc1ccccc1NC(=O)c1ccc(F)c(S(=O)(=O)N2CCN(c3ccccn3)CC2)c1 | 4 | 2% | -12% | -2% | 0.0% | -2 | 1% | -8% | 2%
O=C(NCc1cccs1)C1Cc2c(-c3ccc(Cl)cc3)ccnc2O1 (centres undefined) | 5 | x | x | -5% | x | -1 | -51% | x | x
COc1ccc(-c2nn(CCC#N)cc2C(=O)Nc2ccccn2)cc1OC | 0 | 7% | -19% | -3% | 0.2% | 1 | -1% | -6% | -4%
COC(=O)Cc1ccc(NC(=O)c2ccc3c(c2)C(=O)N(CC2CCCO2)C3=O)cc1 (centres undefined) | 2 | -6% | -23% | -3% | 2.3% | -3 | 0% | -6% | 5%
CCS(=O)(=O)c1ccc(C(=O)Nc2ccccc2)c(Cl)c1Cl | 5 | 10% | -18% | 2% | -5.7% | -3 | 1% | 0% | 7%
Cc1c(N)cccc1N | -3 | 3% | -25% | -4% | -1.2% | 1 | -2% | -1% | 7%
CC(C)c1nc2oc3c(NCCO)ncnc3c2c2c1COC(C)(C)C2 | 2 | 126%[activator] | -7% | 2% | 0.0% | 0 | 1% | -2% | 5%
COc1ccc(/C=C/C2=NN(C)C(=O)CC2)cc1 | -12 | -7%[57.1 µM] | -16% | -7% | 0.0% | -8 | 3% | -2% | 6%
CC(=O)Nc1ccc(NC(C)=O)s1 | -2 | -5% | 10% | 1% | -3.0% | -3 | 2% | 7% | -2%
COc1cc(C)c(CN2CCN(CC(=O)Nc3ccccc3C(=O)NC3CC3)CC2)cc1OC | 0 | -7% | -13% | 0% | -2.0% | -8 | -8% | 1% | -16%
CC(=O)C(C)Oc1ccc2c3c(c(=O)oc2c1)CCCCC3 (centres undefined) | 2 | 351%[activator] | -10% | 0% | 1.4% | 0 | 0% | 1% | 7%
O=c1oc(-c2ccccc2F)nc2scc(-c3ccccc3)c12 | 2 | -1%[57.1 µM] | -8% | u | -0.7% | -9 | 0% | 4% | 1%
CCN(CC)S(=O)(=O)c1ccc(N2CCOCC2)c(NCC(=O)Nc2ccc(F)cc2)c1 | 0 | 5%[57.1 µM] | -24% | -5% | 0.3% | -2 | 2% | 14% | 8%
COC(=O)C[C@@H]1C[C@@H]2c3cc(NS(=O)(=O)c4ccc(F)cc4)ccc3O[C@@H]2[C@@H](CO)O1 | 3 | x | -11% | 0% | x | 1 | 0% | -3% | -3%
CC(=O)Nc1ccc(SC[C@H](CC(C)C)N2CCN(CC(C)C)CCC2=O)cc1 | -9 | -4% | -5% | 13% | 2.5% | -3 | 2% | 6% | -1%[38.3 µM]
CCCCn1c(N)c(N(Cc2ccccc2OC)C(=O)COc2ccccc2C#N)c(=O)[nH]c1=O | -1 | -1% | 2% | -2% | 0.1% | -10 | -1% | 9% | 2%
CCCCNC(=O)C1(C)CCN1Cc1cccc2c(OC)cc(C(=O)OCC)cc12 (centres undefined) | 1 | x | x | -10% | x | 1 | -4% | x | x
O=C(COC(=O)C1CCCCC1)Nc1cccc(Br)c1 | -1 | -3% | -22% | -3% | -0.4% | 0 | -2% | -4% | -2%
CCOc1cc(C2C3=C(CC(C)(C)CC3=O)N(CCCOC)C3=C2C(=O)CC(C)(C)C3)ccc1OC | 2 | -8% | -16% | -8% | -3.9% | 1 | 1% | 0% | 10%
CCC(C)C(N)C(=O)NC(CCC(=O)OCc1ccccc1)C(N)=O (centres undefined) | -15 | -7% | -4% | -1% | 0.6% | -3 | 2% | 0% | 4%
Nc1nc(CCl)nc(Nc2ccccc2)n1 | 2 | 2% | -19% | -3% | 4.2% | -7 | -23% | 5% | -2%

Sorted by the number under USP1 inh (smallest number first): three of the compounds above.
canonical_smiles | USP1 inh
CCOc1cc(C2C3=C(CC(C)(C)CC3=O)N(CCCOC)C3=C2C(=O)CC(C)(C)C3)ccc1OC | -16%
CC(=O)Nc1ccc(SC[C@H](CC(C)C)N2CCN(CC(C)C)CCC2=O)cc1 | -5%
CCCCn1c(N)c(N(Cc2ccccc2OC)C(=O)COc2ccccc2C#N)c(=O)[nH]c1=O | 2%

The list is partial (hit frequency here may not be typical).
